Bioassay records as filed in PubChem BioAssay.
D1 antagonist = antagonists of human D1 dopamine receptor. AID 504652. HEK293 TREx D1 cells, calcium flux, dopamine EC80; stronger effect = lower value. activity change, negative = inhibition, % at 10 µM. actives 3.2% (n = 360,000); in the data active = activity change below about -30%; note: % is set by controls: 0 for no effect and ±100 for the full control effect
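After overnight tetracycline induction at 30 C, force-coupled D1 HEK293 cells took up a no-wash calcium dye at room temperature. Compounds were added and monitored 180 s, and the response to EC80 dopamine was then recorded.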
D1 agonist = human D1 receptor agonism. activation, % at 2 µM. actives 1% (n = 360,000). HEK293 T-REx D1 cells, calcium flux, agonist mode. P21728; in the data active = activation above about 30%; note: 0% is about no effect
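Inducible HEK293 T-REx D1 cells, force-coupled to calcium signalling, were plated at 4000 cells/well with tetracycline and held overnight at 30 C. After no-wash calcium dye loading, compound-evoked calcium rise over 180 s flagged agonists.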
TRHR PAM = allosterically enhances the human TRH receptor. enhancement, % at 2 µM. P34981. TRHR cells, fluo-8 calcium fluorescence, EC20 TRH enhancement. AID 493056. actives 0.66% (n = 360,000); in the data active = enhancement above about 30%; note: 0% is about no effect
Target sequence (P34981 whole entry, looked up): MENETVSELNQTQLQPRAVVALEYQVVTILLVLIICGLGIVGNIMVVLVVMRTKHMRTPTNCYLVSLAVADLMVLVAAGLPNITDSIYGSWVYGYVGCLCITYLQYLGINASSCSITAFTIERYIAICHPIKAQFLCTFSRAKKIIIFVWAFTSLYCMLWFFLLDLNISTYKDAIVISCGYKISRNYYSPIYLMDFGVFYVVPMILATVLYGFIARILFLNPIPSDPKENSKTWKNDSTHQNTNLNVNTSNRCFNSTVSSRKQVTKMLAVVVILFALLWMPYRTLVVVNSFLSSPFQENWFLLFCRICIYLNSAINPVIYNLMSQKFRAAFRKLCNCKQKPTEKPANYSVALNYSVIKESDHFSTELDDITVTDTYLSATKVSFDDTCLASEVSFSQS
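Enhancer read-out: after compound pinning and an initial kinetic agonist-mode read, an EC20 of TRH (10 nM final) was injected and fluo-8 calcium signal (Ex 480/Em 530) followed at 1 s/cycle for 100 cycles in TRHR-expressing cells.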
D2 potentiator = positive allosteric modulators of human D2 dopamine receptor. HEK293 T-REx D2, calcium flux, EC20 dopamine potentiation. potentiation, % at 10 µM. actives 0.34% (n = 340,000). AID 485347;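 active = potentiation over 3 SD above the plate norm, cut at about 30% in these data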; note: 0% is about no effect
Target sequence (P14416 whole entry, looked up): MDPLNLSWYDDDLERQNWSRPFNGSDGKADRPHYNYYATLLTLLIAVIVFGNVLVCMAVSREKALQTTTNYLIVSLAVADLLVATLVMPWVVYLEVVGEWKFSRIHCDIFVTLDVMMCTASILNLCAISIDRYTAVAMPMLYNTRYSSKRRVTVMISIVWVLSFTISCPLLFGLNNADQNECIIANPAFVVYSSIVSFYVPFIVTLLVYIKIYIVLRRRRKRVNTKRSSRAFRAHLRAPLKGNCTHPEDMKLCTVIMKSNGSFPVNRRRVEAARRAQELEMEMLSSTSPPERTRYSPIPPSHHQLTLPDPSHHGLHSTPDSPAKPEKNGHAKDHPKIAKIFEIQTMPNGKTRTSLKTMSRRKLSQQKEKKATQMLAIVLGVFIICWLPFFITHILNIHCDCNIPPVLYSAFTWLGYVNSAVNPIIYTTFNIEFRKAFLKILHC
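Using a no-wash calcium dye in inducible, force-coupled HEK293 Trex cells expressing D2, we tracked fluorescence each second for 180 s after compound, then for 180 s after EC20 dopamine to detect augmented signalling.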
D1 PAM = potentiators of human D1 dopamine receptor; P21728; HEK293 TREx D1 cells, calcium flux, dopamine EC20 potentiation; potentiation, % at 10 µM; actives 0.036% (n = 360,000); AID 504651; in the data active = potentiation above about 30%; note: 0% is about no effect
D2 antagonist = D2 dopamine receptor (human) antagonism | P14416 | HEK293 TREx D2 cells, calcium flux, dopamine EC80 | inhibition, % at 10 µM | actives 2% (n = 340,000) | AID 485344; in the data active = inhibition above about 30%; note: 0% is about no effect
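Read-out: kinetic calcium fluorescence (1 cycle/s) in inducible HEK293 T-REx D2 cells after an EC80 dopamine addition that followed 180 s compound preincubation. Loss of the dopamine response indicates antagonism.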
RXFP1 ag = agonists of human relaxin receptor RXFP1 | HEK293T-RXFP1 cAMP TR-FRET, 30 min; response scale: percent of porcine relaxin response, buffer zero | Potency, µM (highest dose often 57.5 µM), for inactives: at the top dose activation, actives largely listed as activators | actives 0.3% (n = 370,000); active = well fitted activation curve with a large enough effect; inconclusive = small, poorly fitted or top-dose-only effect; note: potency is the fitted concentration of half-maximal effect; % is set by controls: 0 for no effect and ±100 for the full control effect; nearly all actives have a fitted effect of over 60% in size; many of its hits are not listed in these tables
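Agonist response is measured as cAMP accumulation in an RXFP1-transfected HEK293T line under PDE4 inhibition. Values are scaled between buffer-only and 29 nM porcine relaxin, and EC50s come from standard Hill equation fits.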
D2 agonist = activates the human D2 dopamine receptor | actives 0.53% (n = 340,000) | HEK293 T-REx D2 cells, calcium flux agonist mode | AID 485358 | activation, % at 2 µM;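 active = activation over 3 SD above normal in the single-dose calcium agonist read, cut at about 30% in these data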; note: 0% is about no effect
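In this primary screen, compounds producing a positive calcium signal within 180 s of addition to tetracycline-induced, force-coupled HEK293 Trex D2 cells are flagged; cells are dye-loaded with a no-wash calcium kit beforehand.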
RXFP1 antagonist = blocks the human relaxin receptor RXFP1; Q9HBX9; activity change, negative = inhibition, % at 57.5 µM; actives 0.59% (n = 350,000); AID 1259400; HEK293-RXFP1, relaxin-stimulated cAMP HTRF, 30 min; stronger effect = lower value;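 active = activity change of -60% or lower, but not beyond a set lower limit; inconclusive = change between -60% and -40%, or beyond the set limit; inactive = change above -40%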; note: % is set by controls: 0 for no effect and ±100 for the full control effect
The depositor's hits bear a star.

`COc1ccc(CCNC(=O)c2ccc3c(c2)NC(=O)CS3)cc1OC` gave D1 antagonist -33*, D1 agonist 1, TRHR PAM 2, D2 potentiator -1, D1 PAM -1, D2 antagonist -4, RXFP1 ag -0.1%, D2 agonist 0.2 and RXFP1 antagonist -4.
For O=C(Cn1cc(S(=O)(=O)Cc2cccc(Cl)c2)c2ccccc21)NCCc1ccccc1 the results were D1 antagonist 2, D1 agonist 4, TRHR PAM 7, D2 potentiator 2, D1 PAM -3, RXFP1 ag 0.8%, D2 agonist 0.6 and RXFP1 antagonist 4.
Screening COc1ccc(NC(=O)NNc2cc(N3CCOCC3)nc(N3CCOCC3)n2)cc1 returned D1 antagonist -10, D1 agonist 1, TRHR PAM 1, D2 potentiator -3, D1 PAM 5, D2 antagonist 14, RXFP1 ag 1.6%, D2 agonist 1.8 and RXFP1 antagonist -5.
`O=c1c2c(n3nnnc3n1Cc1ccccc1)-c1ccccc1CC21CCCC1` gave D1 antagonist 1, D1 agonist 2, TRHR PAM 24, D1 PAM 6, RXFP1 ag 2.7% and RXFP1 antagonist 3.
`CCNc1cc(N2CCOCC2)nc(SC)n1` gave D1 agonist -1, TRHR PAM -2, D2 potentiator 6, D1 PAM 3, D2 antagonist -3, RXFP1 ag 0.3%, D2 agonist 1.2 and RXFP1 antagonist 4.
Screening CC(=O)N1CCN(C(=O)c2cc(-c3ccc(Cl)s3)nc3ccccc23)CC1 returned D1 antagonist 5, D1 agonist 0, TRHR PAM 2, D2 potentiator 0, D1 PAM 3, D2 antagonist 2, RXFP1 ag 7.1%, D2 agonist 1.4 and RXFP1 antagonist 10.
CC(=O)c1cccc(NC(=O)CSc2ccc(-c3ccccn3)nn2)c1 was read as D1 antagonist -23, D1 agonist 3, TRHR PAM -4, D2 potentiator 12, D1 PAM -4, D2 antagonist -17, RXFP1 ag -2.0%, D2 agonist -1.5 and RXFP1 antagonist 9.
`Cc1ccc(-n2ncc3c2CCCC3NC(=O)CCc2cnccn2)cc1C` (stereo not drawn) gave D1 antagonist -9, D1 agonist 1, TRHR PAM 4, D2 potentiator -3, D1 PAM -3, D2 antagonist -21, RXFP1 ag -0.7%, D2 agonist -0.9 and RXFP1 antagonist 4.
Cc1ccc(-n2nc(C(=O)NN)c(C)c(C#N)c2=O)cc1Cl was read as D1 antagonist -1, D1 agonist -1, TRHR PAM -1, D2 potentiator 2, D1 PAM -2, D2 antagonist 13, RXFP1 ag 9.4%, D2 agonist 1.7 and RXFP1 antagonist inconclusive.
O=C(NCCc1ccccc1)/C(=C\c1ccc([N+](=O)[O-])cc1)NC(=O)c1ccccc1 was read as D1 antagonist 5, D1 agonist 2, TRHR PAM -1, D2 potentiator 10, D1 PAM -7, D2 antagonist 9, RXFP1 ag -1.0%, D2 agonist -0.1 and RXFP1 antagonist 0.
For CCC1COCCS(=O)(=O)N1Cc1ccc(Cl)cc1 (stereo not drawn) the results were D1 antagonist 12, D1 agonist 4, TRHR PAM -2, D1 PAM 1 and RXFP1 ag 1.7%.
Screening COc1ccc(CCNC(=O)COC(=O)C2CC2C)cc1 (stereo not drawn) returned D1 antagonist 8, D1 agonist 4, TRHR PAM -5, D2 potentiator 5, D1 PAM 1, D2 antagonist -1, RXFP1 ag 1.8%, D2 agonist -0.1 and RXFP1 antagonist -3.
Screening CCn1cc(S(=O)(=O)CC(=O)Nc2cc(C)ccc2C)c2ccccc21 returned D1 antagonist -7, D1 agonist 3, TRHR PAM 1, D2 potentiator -2, D1 PAM -4, D2 antagonist -2, RXFP1 ag 0.4%, D2 agonist 0.3 and RXFP1 antagonist 10.
Screening O=C(COc1cccc(F)c1)Nc1ccc2[nH]c(=O)[nH]c2c1 returned D1 antagonist 16, D1 agonist 3, TRHR PAM 7, D2 potentiator 5, D1 PAM -1, D2 antagonist -18, RXFP1 ag -0.3%, D2 agonist 0.7 and RXFP1 antagonist 4.
Screening CCCCN(CCCC)C(=O)C1CCN(S(=O)(=O)c2cccc3nsnc23)CC1 returned D1 antagonist 5, D1 agonist 15, TRHR PAM 8, D2 potentiator 2, D1 PAM 2, RXFP1 ag 0.3% and D2 agonist 0.3.
`O=C(Nc1ccc(Cl)cc1)N(CCCN1CCOCC1)Cc1cccs1` gave D1 antagonist 5, D1 agonist 12, TRHR PAM 1, D2 potentiator -21, D2 antagonist -16, RXFP1 ag 0.1% and D2 agonist -1.1.
For Nc1ccc(-c2nnn(CC(=O)N3CCCCC3)n2)cc1 the results were D1 antagonist -7, D1 agonist 3, TRHR PAM -2, D2 potentiator -2, D1 PAM 2, D2 antagonist 6, RXFP1 ag 1.4%, D2 agonist 1.1 and RXFP1 antagonist 9.
Screening COc1cc(NC2c3ccccc3C(=O)N2Cc2ccccc2Cl)cc(OC)c1 (stereo not drawn) returned D1 antagonist 1, D1 agonist 1, TRHR PAM -1, D2 potentiator 5, D1 PAM 6, D2 antagonist 3, RXFP1 ag 4.0%, D2 agonist 1.4 and RXFP1 antagonist 9.
`Nc1cc(OC(=O)c2cccs2)nn1S(=O)(=O)c1ccc(F)cc1` gave D1 antagonist -22, D1 agonist 5, TRHR PAM -12, D2 potentiator -5, D1 PAM -6, D2 antagonist -5, RXFP1 ag -1.6%, D2 agonist 0.6 and RXFP1 antagonist 4.
Screening CC1=C(C)C(OCCBr)N(c2cc(O)c(Cl)cc2F)C1=O (stereo not drawn) returned D1 antagonist -5, D1 agonist 4, TRHR PAM -1, D2 potentiator -6, D1 PAM 0, D2 antagonist 16, RXFP1 ag 0.5%, D2 agonist 0.1 and RXFP1 antagonist -5.

Ordered by count of non-hydrogen atoms (falling): some entries from above
Screening CCn1cc(S(=O)(=O)CC(=O)Nc2cc(C)ccc2C)c2ccccc21 returned D1 antagonist -7, D1 agonist 3, TRHR PAM 1, D2 potentiator -2, D1 PAM -4, D2 antagonist -2, RXFP1 ag 0.4%, D2 agonist 0.3 and RXFP1 antagonist 10.
Screening O=C(COc1cccc(F)c1)Nc1ccc2[nH]c(=O)[nH]c2c1 returned D1 antagonist 16, D1 agonist 3, TRHR PAM 7, D2 potentiator 5, D1 PAM -1, D2 antagonist -18, RXFP1 ag -0.3%, D2 agonist 0.7 and RXFP1 antagonist 4.
For CCC1COCCS(=O)(=O)N1Cc1ccc(Cl)cc1 (stereo not drawn) the results were D1 antagonist 12, D1 agonist 4, TRHR PAM -2, D1 PAM 1 and RXFP1 ag 1.7%.

(continued)
For O=C(Oc1ccc(Cl)c2cccnc12)N1CCOCC1 the results were D1 antagonist -12, D1 agonist 0, TRHR PAM -1, D2 potentiator 8, D1 PAM -6, D2 antagonist -10, RXFP1 ag 1.4%, D2 agonist 0.4 and RXFP1 antagonist 9.
Screening CC1Sc2ccccc2N(CC(=O)N(C(C)C)C(C)C)C1=O (stereo not drawn) returned D1 antagonist -12, D1 agonist -1, TRHR PAM -3, D2 potentiator 0, D1 PAM 2, D2 antagonist 4, RXFP1 ag 1.1%, D2 agonist -1.2 and RXFP1 antagonist 8.
For Cc1nc2c(ncn2-c2ccccc2)c(=O)n1NC(=O)CN1CCOCC1 the results were D1 antagonist 15, D1 agonist 1, TRHR PAM -6, D1 PAM -2, RXFP1 ag -1.4% and RXFP1 antagonist 8.
Screening Cn1cnnc1SCC(=O)OCN1C(=O)c2ccccc2C1=O returned D1 antagonist -3, D1 agonist 1, TRHR PAM 4, D2 potentiator -5, D1 PAM 8, D2 antagonist -6, RXFP1 ag 1.6%, D2 agonist 0.4 and RXFP1 antagonist -12.
`COC(=O)c1scc(-c2ccc(C)cc2)c1S(=O)(=O)Nc1cc(OC)c(OC)c(OC)c1` gave D1 antagonist 17, D1 agonist 0, TRHR PAM 2, D2 potentiator -6, D1 PAM 0, RXFP1 ag 0.2% and D2 agonist -0.6.
For CCC(C(=O)NCc1ccc(C)cc1)c1ccccc1 (stereo not drawn) the results were D1 antagonist -21, D1 agonist 0, TRHR PAM 1, D2 potentiator 2, D1 PAM -27, D2 antagonist 11, RXFP1 ag -0.1%, D2 agonist 0.6 and RXFP1 antagonist -2.
For COc1cc(OC)c(C(=O)COc2ncnc3ccccc23)c(OC)c1 the results were D1 antagonist 5, D1 agonist 3, TRHR PAM 1, D2 potentiator 1, D1 PAM -4, D2 antagonist -21, RXFP1 ag 3.6%, D2 agonist 0.3 and RXFP1 antagonist 2.
`O=C(CCSc1ccccc1)NC(=O)COC(=O)C1CCCCC1` gave D1 antagonist -1, D1 agonist 6, TRHR PAM 5, D2 potentiator 8, D1 PAM 3, D2 antagonist 5, RXFP1 ag -1.5%, D2 agonist 0.9 and RXFP1 antagonist -6.
Screening CCN(CC)CCCn1c(C)cc2c(c1=O)C(c1ccccc1)C(C#N)=C(N)O2 (stereo not drawn) returned D1 antagonist -23, D1 agonist 0, TRHR PAM 3, D2 potentiator -9, D1 PAM -7, D2 antagonist -5, RXFP1 ag 0.8%, D2 agonist 1.0 and RXFP1 antagonist -6.
`O=C(/C=C/c1ccccc1)NC(NC(=S)Nc1ccc(Cl)cc1Cl)C(Cl)(Cl)Cl` (stereo not drawn) gave D1 antagonist 9, D1 agonist 2, TRHR PAM -1, D2 potentiator -2, D1 PAM 0, D2 antagonist -15, RXFP1 ag -2.1%, D2 agonist 0.5 and RXFP1 antagonist -15.
`CCc1nc2ccccc2n(CCOCCn2c(=O)c(CC)nc3ccccc32)c1=O` gave D1 antagonist 3, D1 agonist -1, TRHR PAM 5, D2 potentiator 8, D1 PAM 1, D2 antagonist 7, RXFP1 ag -1.4%, D2 agonist -0.1 and RXFP1 antagonist 4.
Cc1cccc(-n2c(C)cc(C(=O)C(=O)Nc3ccccc3F)c2C)c1C was read as D1 antagonist -1, D1 agonist 1, TRHR PAM 2, D1 PAM -2, RXFP1 ag -0.2%, D2 agonist -0.5 and RXFP1 antagonist inconclusive.
Screening Cc1cccn2c(=O)c3cc(C#N)c(=NC(=O)c4cccs4)n(CC(C)C)c3nc12 returned D1 antagonist -1, D1 agonist 0, TRHR PAM -4, D2 potentiator -4, D1 PAM -1, D2 antagonist 5, RXFP1 ag 19%, D2 agonist -0.8 and RXFP1 antagonist -6.
Screening Cc1c(Cl)cnc(NC(=O)COC(=O)c2ccc(S(=O)(=O)NCc3ccco3)cc2)c1Cl returned D1 antagonist -4, D1 agonist 1, TRHR PAM -2, D2 potentiator -5, D1 PAM -7, D2 antagonist 11, RXFP1 ag 4.5%, D2 agonist -0.7 and RXFP1 antagonist -7.
Screening CC(Oc1ccccc1)C(=O)N=C1SC2CS(=O)(=O)CC2N1Cc1ccc(F)cc1 (stereo not drawn) returned D1 antagonist -3, D1 agonist 4, TRHR PAM -3, D2 potentiator -4, D1 PAM 2, D2 antagonist -23, RXFP1 ag -1.9%, D2 agonist -0.5 and RXFP1 antagonist 11.
COc1ccccc1C(=O)NCCC(=O)NC1=NCCS1 was read as D1 antagonist 10, D1 agonist 3, TRHR PAM 7, D2 potentiator 2, D1 PAM -1, D2 antagonist 8, RXFP1 ag -0.4%, D2 agonist 0.7 and RXFP1 antagonist -6.

Some of the compounds tested, so the mix of outcomes need not match the whole.
